STK33 kinase inh – blocks human STK33 kinase activity | Q9BYT3 | actives 0.073% (n = 320,000) | inhibition, % at 10 µM | purified STK33, MBP phosphorylation, ADP-Glo luminescence;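 active = inhibition at or above 25%, using the most active replicate where run in duplicate; inactive = inhibition below 25%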
Target sequence (Q9BYT3 whole entry, looked up): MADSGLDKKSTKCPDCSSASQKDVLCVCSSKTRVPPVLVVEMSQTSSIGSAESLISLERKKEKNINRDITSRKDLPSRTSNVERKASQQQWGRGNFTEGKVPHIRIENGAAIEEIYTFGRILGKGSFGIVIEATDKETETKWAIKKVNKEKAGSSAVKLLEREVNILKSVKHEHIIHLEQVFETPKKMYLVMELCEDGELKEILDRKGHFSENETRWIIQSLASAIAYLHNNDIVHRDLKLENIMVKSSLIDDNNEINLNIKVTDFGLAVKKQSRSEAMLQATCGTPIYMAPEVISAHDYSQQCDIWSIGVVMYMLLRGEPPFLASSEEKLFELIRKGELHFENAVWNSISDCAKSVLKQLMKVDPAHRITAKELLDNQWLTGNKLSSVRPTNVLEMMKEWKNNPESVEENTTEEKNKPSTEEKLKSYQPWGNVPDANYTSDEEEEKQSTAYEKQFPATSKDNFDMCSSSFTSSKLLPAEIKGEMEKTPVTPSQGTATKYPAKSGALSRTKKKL
CHT block – inhibitors of human choline transporter CHT; B-score at 10 µM; actives 0.86% (n = 310,000); CHT-expressing cells, membrane potential dye, choline response; active compounds read low;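 active = B-score over 3 SD under the library average, and starting fluorescence ratio not unusually high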;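 also: choline stimulus applied at its EC90 after an EC20 pre-addition; B-score computed on integrated fluorescence ratio after choline addition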
CHT allo act – allosterically activates the human high affinity choline transporter. actives 0.49% (n = 310,000). CHT-expressing cells, membrane potential dye, choline EC20; active compounds read high; LV-AA mutant CHT in HEK293 cells. AID 488977. B-score at 10 µM;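 active = initial fluorescence not abnormally high and integrated response B-score, plate-corrected, over 3 SD above library mean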
An asterisk follows results filed as active; i = inactive; . = not tested or not shown.

Structure	STK33 kinase inh	CHT block	CHT allo act
CCN(CC)c1ccc(NC(=O)COc2ccccc2C)cc1S(=O)(=O)Nc1ccccc1OC	-1.0	i	i
Cc1ccc(C)n1-c1ccc(N2CCOCC2)c([N+](=O)[O-])c1	-1.2	i	i
Cc1cc(NC(=O)CSCC(=O)N2CCN(c3cccc(C(F)(F)F)c3)CC2)no1	-0.5	i	i
Cc1ccc(-c2nn(-c3ccccc3)cc2/C=N/n2c(-c3ccncc3)n[nH]c2=S)cc1	-2.8	i	i
COC(=O)c1nc2nc(-c3cccs3)cc(C(F)(F)F)n2n1	-0.1	i	i
CCN(CC)C(=O)C(=O)Nc1ccc(Oc2ccccc2)cc1	-0.1	i	i
Cc1nn(C(=O)CCC(=O)NCc2ccc(OC(C)C)cc2)c2ccccc12	.	i	i
COc1cc(-c2nn3c(C4CCCCC4)nnc3s2)cc(OC)c1OC	-0.4	i	i
CC(C)CCn1nnnc1C(c1ccc(N(C)C)cc1)N1CCN(C(=O)c2ccco2)CC1 (stereo not given)	0.5	i	i
O=C(CCC1CCCN(C(=O)c2ccc3c(c2)OCO3)C1)N1CCN(c2ccccn2)CC1 (stereo not given)	-1.5	i	i
CCCc1nc(S(=O)(=O)Cc2ccc(Cl)cc2Cl)n[nH]1	-1.3	i	i
c1ccc(-c2csc(N3CCN(c4ccccn4)CC3)n2)cc1	1.9	i	i
CC(C)(C)C1CCC(OC(=O)CN2CCOCC2)CC1 (stereo not given)	0.6	i	i
Cc1ccc(N2C(=O)C3CC(c4ccccc4)=C4C5C=CC(C6C(=O)N(c7ccc(C)cc7C)C(=O)C56)C4C3C2=O)c(C)c1 (stereo not given)	-1.8	i	i
COc1ccc(Cl)cc1NC(=O)CSc1nnc(COc2ccccc2)n1N	0.3	i	i
CN(C)CCN1C(=O)C(=O)/C(=C(/O)c2ccc(S(=O)(=O)N3CCOCC3)cc2)C1c1ccc(Br)cc1 (stereo not given)	1.4	i	i
CCOCCCNC(=O)CSc1nc2nc(C)c(Cc3ccccc3)c(C)n2n1	-1.4	i	i
COC(=O)c1cc(COc2ccc3ccc(=O)oc3c2)c(C)o1	-0.2	i	i
Cc1oc(/N=C/c2ccc(O)cc2O)c(C#N)c1C	0.3	i	i
Cc1nnc2ccc(N3CCN(c4ccccn4)CC3)nn12	-0.5	i	7.2*
CCOC(=O)N1CCN(C(=O)c2ccc3c(=O)n(-c4ccc(OC)cc4OC)c(=S)[nH]c3c2)CC1	-1.6	i	i
COc1ccc(CC(NC(C)=O)C(=O)NC2CCN(C(=O)C3CC3)CC2)cc1OC (stereo not given)	0.5	i	i
COc1ccc(N/C=C\C(=O)c2ccc3c(c2)OCO3)cc1OC	-2.4	i	i
Clc1cccc(Cl)c1CNc1ccc(N2CCCC2)cc1	-0.6	i	i
COc1ccc(/C=N/N=C2/NC(=O)C(CC(=O)O)S2)cc1OCc1ccc(Cl)cc1Cl (stereo not given)	-0.3	i	i
Cc1ccc(NC(=O)CCS(=O)(=O)c2cccc3nonc23)cc1Cl	-0.3	i	i
CC(C)NC(=O)NNC(=O)c1cc(COc2cc(Cl)cc(Cl)c2)on1	-1.9	i	i
Cc1ccc(-n2nc(-c3ccco3)cc2C(=O)O)cc1	0.9	i	i
FC(F)(F)c1nc2ccccc2c2nc3ccccc3n12	-0.6	i	i
O=C(COc1cc2oc(=O)c3c(c2cc1Cl)CCC3)Nc1cccnc1	0.3	i	i
Cc1[nH]c2ccccc2c1/C=N/NC(=O)Cc1cccs1	0.6	i	i
Cc1cc(=O)n2c3ccccc3n(CC(O)CN3CCOCC3)c2c1C#N (stereo not given)	-0.7	i	i
CC1Cc2ccccc2N1C(=O)CSc1nn2c(=O)c(C(C)(C)C)nnc2s1 (stereo not given)	-1.7	i	i
Cc1cccc(NC(=O)COc2coc(CN3CCc4ccccc4C3)cc2=O)c1	.	i	i
CCOc1ccc(CCNC(=O)C2CCN(S(=O)(=O)CC)CC2)cc1OCC	0.0	i	i
CC(=O)Nc1ccccc1NC(=O)C/C(C)=N/NC(=O)c1ccccn1	-1.6	i	i
CCCC(=O)Nc1c(C(=O)OCC)oc2ccccc12	-3.1	i	i
CCc1c(C(=O)NNC(=S)Nc2ccc(S(=O)(=O)Nc3ncccn3)cc2)csc1C	-0.1	i	i
COc1cc2c(cc1OC)CN(S(=O)(=O)c1cccs1)CC2	1.4	i	i
O=S(=O)(Nc1ccc(Cc2ccncc2)cc1)c1ccc(Br)cc1	-2.6	i	i
C=CCC1(CC=C)CCCN1C(=O)c1cc(COc2ccc(F)c(F)c2)on1	-0.5	i	i
O=c1[nH][nH]c(C(F)(F)F)c1C=Nc1ccccc1Cl	-4.7	i	i
CCOC(=O)C1(Cc2cccc(OC)c2)CCN(Cc2cccc(OC)c2OC)CC1	-1.1	i	i
Cc1cc2cc(C(c3nnnn3Cc3ccco3)N3CCc4ccccc4C3)c(=O)[nH]c2cc1C (stereo not given)	0.1	i	i
N/N=C(\c1ccccc1)C12CN3CN(CN(C3)C1)C2	-1.8	i	i
CCc1cc(=O)oc2cc(OCC(=O)N(CC)CC)c(Cl)cc12	-0.8	i	i
COc1ccc(OC)c(NC(=O)C(=O)N/N=C(\C)CC(=O)Nc2ccc(Cl)cn2)c1	-0.6	i	i
C#CCNC(=O)C1=C[C@@H](c2ccccc2)C[C@@H](OCc2ccc(CO)cc2)O1	-1.8	i	i

Quoted at random: three records from the list.
Structure	STK33 kinase inh	CHT block	CHT allo act
COc1ccc(OC)c(NC(=O)C(=O)N/N=C(\C)CC(=O)Nc2ccc(Cl)cn2)c1	-0.6	i	i
CCc1cc(=O)oc2cc(OCC(=O)N(CC)CC)c(Cl)cc12	-0.8	i	i
C#CCNC(=O)C1=C[C@@H](c2ccccc2)C[C@@H](OCc2ccc(CO)cc2)O1	-1.8	i	i

(listing goes on)
Structure	STK33 kinase inh	CHT block	CHT allo act
Cc1c(C)n2c(SCC(=O)NC3CCCC3)nnc2[nH]c1=O	-0.1	i	i
COc1ccc(-c2csc(NC(=S)NC(=O)c3cc4ccccc4o3)n2)cc1Br	-0.9	i	i
Cc1cccc(C)c1-n1nnnc1C(C)(C)N1CCN(N=O)CC1	-0.5	-7.2*	i
O=S(=O)(c1cccs1)N1CCC(CO)(Cc2ccc(Cl)cc2)CC1	-1.0	i	i
O=C(COc1ccc(S(=O)(=O)N2CCCC2)cc1)N1CCCCC1	-1.2	i	i
CC(C)NC(=O)Cn1c(SCC(=O)c2ccc(F)cc2)nc2ccccc21	-0.7	i	i
CC(=O)Nc1ccccc1/C=C/c1ccc2c(C)ccc(O)c2n1	1.0	i	i
O=C(O)c1ccc2cccnc2c1O	-0.7	i	i

Continued; the last 7 above are carried over.
Structure	STK33 kinase inh	CHT block	CHT allo act
COc1ccc(-c2csc(NC(=S)NC(=O)c3cc4ccccc4o3)n2)cc1Br	-0.9	i	i
Cc1cccc(C)c1-n1nnnc1C(C)(C)N1CCN(N=O)CC1	-0.5	-7.2*	i
O=S(=O)(c1cccs1)N1CCC(CO)(Cc2ccc(Cl)cc2)CC1	-1.0	i	i
O=C(COc1ccc(S(=O)(=O)N2CCCC2)cc1)N1CCCCC1	-1.2	i	i
CC(C)NC(=O)Cn1c(SCC(=O)c2ccc(F)cc2)nc2ccccc21	-0.7	i	i
CC(=O)Nc1ccccc1/C=C/c1ccc2c(C)ccc(O)c2n1	1.0	i	i
O=C(O)c1ccc2cccnc2c1O	-0.7	i	i
COc1cc2c(cc1OC)C(C)N(CC(=O)Nc1ccc(S(=O)(=O)N3CCCC3)cc1)CC2 (stereo not given)	-0.7	i	i
O=C1/C(=C/c2ccncc2)SC(=S)N1Nc1ccccc1	0.0	i	i
O=C(O)c1cc(S(=O)(=O)N2CCCCC2)sc1Cl	-1.3	i	i
CC(OC(=O)CN1C(=O)c2ccccc2C1=O)C(=O)NC1CCCCC1 (stereo not given)	-1.9	i	i
Cc1cc(C)c(N(C(=O)Cn2nnc3ccccc32)C(C(=O)NC(C)(C)C)c2ccsc2)c(C)c1 (stereo not given)	0.5	i	i
COc1ccc(NC(=O)CCc2nnc3ccc(N4CCC(C)CC4)nn23)cc1	1.5	i	i
c1ccc(-n2cnnc2SCc2cn3cccnc3n2)cc1	-1.1	i	i
CCOC(=O)C1CCN(C(=O)CNC(=O)c2nn(-c3ccc(OC)c(OC)c3)c(=O)c3ccccc23)CC1	-1.1	i	i
Cc1cc(S(=O)(=O)Nc2ccc(C(=O)NCCCN3CCOCC3)cc2)ccc1F	-0.2	i	i
CCOc1ncccc1C(=O)OCc1ccc(C#N)cc1	0.7	i	i
CCCc1cc(=O)oc2cc(OCc3cccc(OC)c3)c(Cl)cc12	-0.3	i	i
NC(=O)COC(=O)c1ccc(S(=O)(=O)N2CCCCCC2)cc1	-3.0	i	i
CCOC(=O)N=S(N)(=O)c1ccc(Cl)cc1 (stereo not given)	-0.8	i	i
COc1ccc(CNC(=O)Nc2cccc(C)c2)cc1	-0.9	i	i
O=C(CNC(=O)C1(c2ccccc2)CC1)Nc1ccc(F)c(F)c1	-0.9	i	i
CN(C)c1nc(-c2ccccc2)ns1	1.4	i	i
COc1cccc(CC2(CO)CCCN(Cc3ccc(C)s3)C2)c1 (stereo not given)	0.5	i	i
CC1(C)Cc2nc3oc4c(=O)n(CC(=O)Nc5ccc(Cl)cc5)cnc4c3cc2CO1	-0.8	i	i
O=C(c1ccco1)N1C(=O)c2cccc3cccc1c23	0.0	i	i
COc1cc(OC)cc(C(=O)NNC(=O)c2ccc(S(=O)(=O)N(C)c3ccccc3OC)cc2)c1	0.7	i	i
COc1ccc(OC)c(/C=N/NC2=NS(=O)(=O)c3ccccc32)c1	0.1	i	i
O=C1N/C(=C/c2cccn2-c2ccc(F)cc2)C(=O)N1Cc1ccccc1	-0.9	i	i
CCOc1ccccc1OCCC(=O)OCC(=O)c1ccc[nH]1	-2.6	i	i
CCOc1ccc(OCC)c(NC(=O)CCCN2C(=S)NC(C)(C)CC2C)c1 (stereo not given)	-0.7	i	i
Cc1cccc(C2c3[nH]c4ccccc4c3CCN2C(=O)c2cn(C)c3ccccc3c2=O)n1 (stereo not given)	-0.1	i	i
N#Cc1cc2c(nc1SCc1ccccc1)CCCC2=O	-0.6	i	i
Cc1nc(-c2ccc(Cl)cc2)sc1C1(C)CC(c2cccc(Cl)c2)=NO1 (stereo not given)	-1.1	i	i
CN(CC(=O)Nc1ccccc1C(F)(F)F)C(=O)CN1C(=O)C2CCCCC2C1=O (stereo not given)	0.9	i	i
O=C(CN1C(=O)c2ccccc2C1=O)NCCOc1ccccc1	-1.4	i	i
CN(C(=O)C1CCCO1)c1nnc(-c2ccncc2)s1 (stereo not given)	-0.9	i	i
COc1cc([N+](=O)[O-])ccc1NC(=O)Nc1ccc(C(=O)N2CCCC2)cc1	-1.7	i	i
COc1ccc(S(=O)(=O)N/N=C\c2ccc3c(c2)OCO3)cc1	-0.2	i	i
Cc1ccc(OCC(=O)Nc2cccc(S(=O)(=O)N3CCCCC3)c2)c([N+](=O)[O-])n1	-0.5	i	i
CCOC(=O)/C=C/C(=O)OCC(=O)Nc1ccc([N+](=O)[O-])cc1	0.0	i	i
Clc1ccc(-c2ccnc(Oc3ccc4ccccc4c3)n2)cc1	-2.1	i	i
CC(C)CC(O)C1CCN(C(=O)CCc2nnc(-c3ccccc3)o2)CC1 (stereo not given)	-1.5	i	i
O=C(Nc1nnc(-c2ccco2)s1)C1CCCCC1	-0.3	i	i
CCCn1c(SCC(=O)Nc2cc(S(=O)(=O)N(C)C)ccc2OC)n[nH]c1=O	-0.7	i	i
Cc1cc(NC(=O)CCC(=O)N(CC(=O)NC2CCCC2)c2ccc(C)c(F)c2)no1	0.6	i	i
Cn1cccc1Cc1nnc(SCC(=O)NCc2ccc(F)cc2)n1-c1ccc(F)cc1	0.1	i	i
C[N+](C)(C)CC=O	-1.2	-6*	i
C=CCOc1ccc(/C=C2\SC(=S)N(NS(=O)(=O)c3ccccc3)C2=O)cc1	0.7	-6.2*	i
O=C(c1ccc2c(c1)OCO2)C1CCCN(C(=O)c2cnn(Cc3ccccc3)c2)C1 (stereo not given)	-0.8	i	i
O=C(COc1ccc(S(=O)(=O)NC2CCCC2)cc1)NCC1CCCO1 (stereo not given)	0.1	i	i
Cc1ccc(C(=O)NC(=S)NCc2ccccc2)cc1	0.1	i	i
CCOc1ccccc1C1C(C(=O)Nc2ccccc2OC)=C(C)Nc2nc(CCCO)nn21 (stereo not given)	-1.7	i	i
CC(C)(C)OC(=O)N[C@@H](Cc1ccccc1)[C@H](O)c1ccco1	-1.0	i	i
Cc1c(C)c2ccc(OCC(=O)Nc3cccnc3)c(C)c2oc1=O	0.5	i	i
CCN(CC)CCCNC(=O)CC1Oc2ccc(C)cc2NC1=O (stereo not given)	2.5	i	i

Screening data from PubChem BioAssay.
